TNAP act DEA = human TNAP enzyme activators, primary screen, biochemical, luminescent, intermediate phosphate acceptor level; Alkaline phosphatase, tissue-nonspecific isozyme (Homo sapiens), P05186; purified TNAP, CDP-star luminescence, 100 mM DEA, 30 min; active compounds read high; scale: 0 levamisole-inhibited, 1 vehicle-only enzyme; activation factor at 20 µM; 64,000 tested, under 10 active;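 active = activation factor of at least 2 at 20 µM, relative to controls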
DUSP1 inh = MKP-1 phosphatase inhibitors, primary screen, biochemical, in vitro; Dual specificity protein phosphatase 1 (Homo sapiens), P28562; recombinant MKP-1, OMFP hydrolysis fluorescence; inhibition, %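 (compounds tested at a single concentration somewhere between 10 and 100 µM)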; actives 0.15% (n = 65,000); AID 374, 2006;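 active = inhibition above about 50%, limit read from the data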;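 note: 0% = DMSO max control wells and 100% = wells with enzyme stopped by NaOH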
ROCK2 blocker = inhibitors of human ROCK2 kinase, primary screen, biochemical, high-throughput, luminescence | Rho-associated protein kinase 2 (Homo sapiens), O75116 | purified ROCK2, Kinase-Glo ATP depletion luminescence | inhibition, % at 6 µM | actives 0.35% (n = 60,000) | AID 604, 2007;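 active = inhibition above the screen-wide mean inhibition plus 3 SD, cut at about 18% in these data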;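 note: plate controls were DMSO wells for no effect and Y-27632 control wells after no-enzyme background subtraction for full effect; many of its hits are not listed in these tables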
PKA inh = inhibitors of human PKA kinase activity, primary screen, biochemical, ATP-depletion luminescence, Kemptide substrate | cAMP-dependent protein kinase catalytic subunit alpha (Homo sapiens), P17612 | PKA Kemptide phosphorylation, Kinase-Glo ATP luminescence | inhibition, % at 6 µM | actives 0.1% (n = 65,000) | AID 524, 2006;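 active = inhibition above the screen-wide mean inhibition plus 3 SD, cut at about 21% in these data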; note: many of its hits are not listed in these tables
HEK293 NFkB inh = inhibitors of PMA/ionomycin-induced NF-kB reporter, primary screen, antigen receptor NF-kB inhibitor project, cell-based, HEK-293 luciferase reporter, luminescence | HEK-293 NF-kB luciferase reporter | inhibition, % at 3 µM | actives 0.21% (n = 62,000);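 active = inhibition above the mean of all tested compounds plus 3 SD, cut at about 40% in these data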;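 note: 0% = stimulated DMSO wells and 100% = 10 µM reference inhibitor 5653914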
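Signal: luciferase luminescence; Material: HEK-293 cells with stable firefly luciferase reporter driven by four HIV NF-kB elements; Probe or stimulus: PMA with ionomycin; Replication: tested once; Times: 1 h compound pretreatment, then 16 h stimulation at 37 °C, 5% CO2; Benchmarks: DMSO and 10 µM reference inhibitor; Evaluation: per-plate % inhibition versus controls.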
Cdc25B inh = inhibitors of Cdc25B phosphatase catalytic domain, primary screen, biochemical, OMFP fluorescence; M-phase inducer phosphatase 2 (Homo sapiens), P30305; recombinant Cdc25B, OMFP fluorescence Ex485/Em525; inhibition, %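 (compounds tested at 10 µM final in the well)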; actives 0.1% (n = 65,000); AID 368, 2006; in the data active = inhibition above about 50%
Target sequence (P30305 whole entry, looked up, the tested form may be a part): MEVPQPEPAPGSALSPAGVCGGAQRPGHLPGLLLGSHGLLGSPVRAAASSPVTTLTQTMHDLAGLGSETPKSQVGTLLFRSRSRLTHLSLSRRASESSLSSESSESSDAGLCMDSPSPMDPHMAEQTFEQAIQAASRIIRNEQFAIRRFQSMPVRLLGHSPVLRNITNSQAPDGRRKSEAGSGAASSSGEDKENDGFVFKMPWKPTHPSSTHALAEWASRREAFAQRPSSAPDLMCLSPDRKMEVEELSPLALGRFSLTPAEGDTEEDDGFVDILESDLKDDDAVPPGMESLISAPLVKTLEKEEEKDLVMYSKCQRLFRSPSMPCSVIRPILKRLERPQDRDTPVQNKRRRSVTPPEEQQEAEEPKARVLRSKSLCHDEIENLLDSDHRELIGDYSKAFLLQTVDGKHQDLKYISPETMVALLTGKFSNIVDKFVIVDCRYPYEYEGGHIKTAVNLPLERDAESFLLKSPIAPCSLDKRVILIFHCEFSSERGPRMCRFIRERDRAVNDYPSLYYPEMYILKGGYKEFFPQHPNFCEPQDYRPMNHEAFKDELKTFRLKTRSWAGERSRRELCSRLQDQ
MMP13 inh = human MMP13 inhibitors, primary screen, biochemical, FRET peptide cleavage | Collagenase 3 (Homo sapiens), P45452 | MMP-13 fTHP FRET cleavage, Mca fluorescence | inhibition, % at 4 µM | actives 0.07% (n = 65,000);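 active = inhibition above the mean of compound-free control plate wells plus 3 SD, cut at about 14% in these data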;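 note: 0% = DMSO wells and 100% = wells with reference MMP-13 inhibitor after basal subtraction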
JNK3 blocker = JNK3 kinase activity inhibitors, primary screen, biochemical, human, purified enzyme; Mitogen-activated protein kinase 10 (Homo sapiens), P53779; inhibition, % at 8 µM; HTS; actives 0.61% (n = 60,000); in the data active = inhibition above about 17%;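 note: 0% = DMSO and 100% = reference inhibitor; many of its hits are not listed in these tables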
Target sequence (P53779 whole entry, looked up): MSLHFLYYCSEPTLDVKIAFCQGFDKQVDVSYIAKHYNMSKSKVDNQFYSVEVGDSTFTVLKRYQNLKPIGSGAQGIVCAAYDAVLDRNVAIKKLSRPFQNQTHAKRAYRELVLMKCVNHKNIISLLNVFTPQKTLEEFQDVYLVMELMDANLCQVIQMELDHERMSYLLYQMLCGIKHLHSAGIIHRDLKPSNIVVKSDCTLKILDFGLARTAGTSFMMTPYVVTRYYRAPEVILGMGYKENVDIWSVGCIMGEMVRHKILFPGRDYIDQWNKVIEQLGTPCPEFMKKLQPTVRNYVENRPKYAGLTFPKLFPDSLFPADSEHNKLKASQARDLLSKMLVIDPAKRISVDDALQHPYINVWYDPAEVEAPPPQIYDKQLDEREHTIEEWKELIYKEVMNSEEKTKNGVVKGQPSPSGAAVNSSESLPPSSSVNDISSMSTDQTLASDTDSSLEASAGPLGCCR
Jurkat tox 60K = cytotoxicity toward Jurkat T cells, primary screen, cytotoxicity control, cell-based, Jurkat E6.1, 60K MLSMR library | inhibition, % at 4 µM | Jurkat E6.1 viability, ATP luminescence, 48 h | actives 1.2% (n = 56,000);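 active = inhibition above the mean inhibition of all tested compounds plus 3 SD, cut at about 28% in these data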
An asterisk follows results filed as active; i = inactive; / = not tested or not shown; [ ] = another dose, or the depositor's remark.

SMILES	TNAP act DEA	DUSP1 inh	ROCK2 blocker	PKA inh	HEK293 NFkB inh	Cdc25B inh	MMP13 inh	JNK3 blocker	Jurkat tox 60K
O=C1C=C(NCc2ccc(Cl)cc2)CC(c2ccco2)C1 (configuration not stated)	1	1.9	-1.9	0.4	18.1	-0.5	4.5	-0.1	-0.7
Cc1c(C#N)c2ccccc2n1CC(=O)NCc1cccnc1	0.9	8.2	-1.1	7.2	17.2	-8.2	6.2	-2.8	10.2
COc1ccc(S(=O)(=O)NC(CC(=O)NCc2ccccc2OC)c2ccco2)cc1 (configuration not stated)	0.9	0.3	6.6	3.3	-8.7	5.0	-1.6	1.2	-2.6
CC1Cc2ccccc2N1C(=O)CSc1nnc2sc3ccccc3n12 (configuration not stated)	0.9	11.0	-1.4	1.2	8.7	-4.4	0.2	-2.1	0.1
Cc1ccc(S(=O)(=O)NCCc2ccncc2)cc1	0.9	7.3	-0.3	5.1	8.6	-3.4	1.9	-7.0	-2.0
CC1(C(=O)NC2CCCCC2)CCC(=O)N1Cc1cccnc1 (configuration not stated)	1	1.7	-0.8	-5.0	19.6	-2.6	5.7	2.2	-2.3
COCc1nnc(NC(=O)CCC2CCCCC2)s1	0.9	-1.4	0.3	7.3	9.4	5.7	4.2	-4.7	-1.7
O=C(Oc1nsnc1N1CCOCC1)N1CCCCC1	/	-4.2	4.0	5.4	21.2	4.5	0.4	-1.5	12.7
COc1ccc(C(C(=O)NC2CCCCC2)N(CC2CCCO2)C(=O)CNC(=O)c2ccco2)cc1 (configuration not stated)	1.1	6.7	3.3	-2.1	-6.6	6.7	3.4	2.3	-1.8
O=C(Nc1ccc(S(=O)(=O)NCc2cccnc2)cc1)c1ccco1	0.9	8.6	-6.8	-7.5	25.3	-2.0	-0.2	-2.3	26.4
CCn1c(SCC(=O)OCc2ccccc2)nnc1-c1ccco1	0.9	-26.7	2.7	-2.5	7.5	-18.9	2.7	-10.4	-5.2
Cn1c(=O)c2c(nc(CN3CCc4ccccc4C3)n2CCc2ccccc2)n(C)c1=O	/	11.1	6.9	1.3	-1.9	6.8	1.1	-1.7	-2.8
CCc1ccc2[nH]c(=O)c(CN(Cc3nnnn3C3CCCC3)C3CCCCC3)cc2c1	0.9	25.5	2.2	6.9	15.9	0.6	-11.3	-1.1	2.4
Cc1cc(C)nc(SCc2nnc(SCC(=O)OC3CCCCC3)o2)n1	1	-20.1	0.2	7.3	21.3	-15.9	-1.7	1.2	-0.3
O=C(NC1CC2CCCC(C1)N2C(=O)N1CCCCC1)C1CCCCC1 (configuration not stated)	0.9	-33.6	0.6	7.1	4.9	0.2	4.2	2.3	1.1
CNC(=O)c1ccc(OCc2ccccc2)c(OC)c1	0.9	-2.3	7.2	12.2	17.8	-0.2	3.8	1.0	-0.9
CN1CC2=Cc3ccccc3OC23Oc2ccccc2C=C3C1	0.9	-14.6	2.1	7.2	7.7	-0.4	1.4	7.5	9.2
COc1ccc2c(c1)nc1n2CN(CC2CCCO2)CN1Cc1ccccc1 (configuration not stated)	0.9	-6.1	0.3	1.1	12.3	6.3	-1.6	-14.9	21.8
CCOc1ccccc1NC(=O)c1cc(Cl)ccc1NC(=O)c1ccco1	0.9	6.6	5.3	5.3	5.2	-15.7	-6.4	3.2	-0.8
Cc1ccc(CCNC(=O)c2coc3nc4ccccc4nc23)cc1	1	7.7	3.6	8.9	-2.3	-7.4	-91.7[fluorescence artefact?]	4.3	8.0
Nn1c(SCC(=O)NC2CCCCC2)nnc1-c1ccc(Cl)cc1	0.9	-4.7	5.7	6.7	7.3	1.7	-0.7	-3.3	-5.0
CCCc1nnc(NC(=O)C(C)N2C(=O)C3C4C=CC(C4)C3C2=O)s1 (configuration not stated)	0.9	2.3	2.1	-0.1	14.1	-13.8	-1.7	-4.1	-9.8
CC(C)(C)NC(=O)Cn1c(SCC(=O)N2CCCCCC2)nc2ccccc21	0.9	-15.0	-3.4	1.6	4.3	-23.6	-0.6	-5.6	0.5
CCOC(=O)c1ccc(NC(=O)NCCN2CCCCC2)cc1	0.9	-7.5	4.3	6.4	16.6	-10.9	-1.5	5.3	-1.3
CCOc1ccc(-n2cnnn2)cc1S(=O)(=O)NCc1ccccc1	1	24.1	7.4	9.0	9.5	-0.3	0.9	5.8	-3.7
The results go on.
SMILES	TNAP act DEA	DUSP1 inh	ROCK2 blocker	PKA inh	HEK293 NFkB inh	Cdc25B inh	MMP13 inh	JNK3 blocker	Jurkat tox 60K
O=C(NCc1cccnc1)c1cnc2sccn2c1=O	0.9	2.6	1.8	-1.1	-6.1	-0.8	-10.8	7.6	-4.0
Cc1cc(-n2[nH]c(C)c(C)c2=O)nc(-c2ccccc2O)n1	1	-14.6	5.4	5.0	-5.9	11.4	8.2	2.6	4.2
CCC(Oc1ccc2c(c1)C(=O)CC(C)(C)O2)C(=O)NCCN1CCCCCC1 (configuration not stated)	0.9	-6.2	-1.5	-2.3	17.3	-19.0	-86.2[fluorescence artefact?]	-1.9	0.5
CCCN(CCC)CCNS(=O)(=O)c1ccc2c(c1)oc(=O)n2C	0.8	-3.0	6.8	16.2	-0.3	-4.8	2.7	-3.4	-2.8
COc1ccc(OC)c(NC(=O)CSc2ccccc2)c1	1	-2.4	-2.7	4.7	4.3	-0.4	4.4	-4.6	-9.1
COc1ccc(C2C(C(N)=O)=C(C)Nc3nc(-c4ccccc4OC)nn32)cc1OC (configuration not stated)	1	-3.0	1.7	10.4	14.2	-18.4	0.0	-2.3	-1.5
CC(C)[C@@H]1N[C@]2(C(=O)Nc3ccccc32)[C@@H]2C(=O)N(c3cccc(C(F)(F)F)c3)C(=O)[C@@H]21	0.9	-11.2	-11.3	-0.8	14.5	-1.4	-1.3	9.3	4.5
O=C(CCC1CCCCC1)Nc1c2c(nn1-c1ccc(F)cc1)CS(=O)(=O)C2	1	27.1	/	4.9	9.1	-2.7	4.6	/	/
CCN(CC)S(=O)(=O)N1CCC(C(=O)NCCN2CCOCC2)CC1	1	9.3	4.0	9.8	2.2	-11.7	4.5	4.4	-6.7
O=C(NCC1CCCO1)C1CCN(C(=O)c2ccc(Br)cc2)CC1 (configuration not stated)	0.8	18.6	6.8	4.8	5.4	-7.5	-0.7	6.8	7.1
O=C(CSc1nnc(-c2cccnc2)n1C1CCCCC1)NC1CCCCC1	0.9	21.1	-5.0	-13.9	-4.6	-9.3	8.7	-7.7	-4.5
CCCCC(=O)NC(Nc1cc(C)ccn1)(C(=O)OCC)C(F)(F)F (configuration not stated)	1	4.2	3.2	5.1	7.8	0.6	5.8	0.2	-3.4
CCOC(=O)C1CCN(CC(=O)N2C(C)CCCC2C)CC1 (configuration not stated)	0.9	3.0	-2.3	-0.8	21.5	-9.8	-2.2	-5.0	2.1
COC(=O)C(C)NC(=O)C12CC3CC(CC(C3)C1)C2 (configuration not stated)	0.9	7.0	3.5	1.1	12.7	12.4	0.4	7.2	1.6
O=C(c1cc(Cl)cc(Cl)c1)N1CCOCC1	0.9	-7.7	2.0	4.7	11.4	2.9	9.3	-4.4	4.3
COCCCNC(=O)COc1ccc(S(=O)(=O)Nc2ccccc2)cc1	0.9	-5.4	9.3	11.9	3.8	3.8	1.8	2.7	1.1
COc1ccc(CCn2c(NCCCN3CCOCC3)nc3c2c(=O)[nH]c(=O)n3C)cc1	0.9	-13.1	6.2	12.4	11.9	-2.0	-6.7	-5.3	-2.1
Cn1c(=O)c2cc(S(=O)(=O)NCCC(=O)NCCc3ccc(Cl)cc3)ccc2n(C)c1=O	1	8.6	6.8	2.1	7.7	-13.0	-1.6	1.2	2.1
COc1ccc(OC)c(C(C)NC(=O)c2ccco2)c1 (configuration not stated)	1	2.0	0.5	-1.9	9.5	-5.3	1.6	-1.4	40.2*
CC(C)NS(=O)(=O)c1ccc(CCC(=O)NCc2ccco2)cc1	0.9	8.9	/	1.1	16.8	-2.6	-3.4	/	/
O=C(O)CN=C(NS(=O)(=O)c1ccccc1)c1ccccc1	0.9	-5.6	3.3	8.8	-4.0	-5.0	-7.8	5.2	-2.7
COc1ccc(C)cc1S(=O)(=O)N1CCN(Cc2ccccc2)CC1	0.9	1.1	6.6	10.1	20.7	-18.3	4.5	2.6	-3.4
COC(=O)[C@@H](NC(=O)NCc1ccccc1Cl)C(C)C	0.8	-29.0	3.0	-0.6	1.6	-2.9	5.0	-4.8	-4.9
COc1nc(-c2ccccc2)ccc1-c1noc(-c2cccs2)n1	/	7.7	3.9	-2.7	-1.1	6.5	-4.0	-4.2	3.5
Cc1ccccc1NS(=O)(=O)c1cc(C(=O)NCc2ccco2)ccc1C	1	-12.1	9.7	5.8	1.8	-7.6	0.8	4.3	-0.5

Entries of single compounds, quoted from the list.
COc1ccc(C(C(=O)NC2CCCCC2)N(CC2CCCO2)C(=O)CNC(=O)c2ccco2)cc1 (configuration not stated) reads TNAP act DEA: 1.1; DUSP1 inh: 6.7; ROCK2 blocker: 3.3; PKA inh: -2.1; HEK293 NFkB inh: -6.6; Cdc25B inh: 6.7; MMP13 inh: 3.4; JNK3 blocker: 2.3; Jurkat tox 60K: -1.8
CCc1ccc2[nH]c(=O)c(CN(Cc3nnnn3C3CCCC3)C3CCCCC3)cc2c1 reads TNAP act DEA: 0.9; DUSP1 inh: 25.5; ROCK2 blocker: 2.2; PKA inh: 6.9; HEK293 NFkB inh: 15.9; Cdc25B inh: 0.6; MMP13 inh: -11.3; JNK3 blocker: -1.1; Jurkat tox 60K: 2.4

The list goes on:
SMILES	TNAP act DEA	DUSP1 inh	ROCK2 blocker	PKA inh	HEK293 NFkB inh	Cdc25B inh	MMP13 inh	JNK3 blocker	Jurkat tox 60K
Cc1cc(C(F)(F)F)n2nc(C(=O)O)c(Cl)c2n1	0.9	-3.8	6.9	7.0	13.0	1.4	0.0	-4.5	-0.1
CCOC(=O)CN1CC23C=CC(O2)C(C(=O)Nc2ccc(C(C)=O)cc2)C3C1=O (configuration not stated)	0.8	-6.9	-3.1	1.8	7.3	-8.8	6.9	-1.4	-4.4
Cc1cc(=O)[nH]c(SCC(=O)Nc2ccc(Br)cn2)n1	0.9	21.1	-4.8	-1.1	15.7	1.9	4.0	3.9	8.5
Cc1cccn2c(=O)c3cc(C(=O)NC(C)C)c(=N)n(Cc4ccncc4)c3nc12	0.9	-14.0	-1.0	-0.7	3.4	4.0	i[fluorescence artefact?]	-5.3	2.1
COc1ccc(NC(=O)C2CCN(C(=O)NC3CCCCC3)CC2)c(OC)c1	1	11.1	-1.1	-4.0	14.0	-0.6	2.0	-2.4	-4.4
COc1cc(NC(=O)CN(c2cc(C)cc(C)c2)S(=O)(=O)c2c(C)noc2C)cc(OC)c1	0.9	-7.1	3.5	3.5	-2.2	-15.3	5.3	-6.1	0.0
CSc1c(C#N)c(N)c(C#N)c2c1COC(C)(C)C2	0.8	-3.6	4.7	-0.2	21.0	1.5	-22.3	4.2	-0.4
